TWEAK Fn14 block = TWEAK-Fn14 signaling inhibition. inhibition, % at 10 µM. AID 1159606. TWEAK-stimulated Fn14 reporter cells, luciferase luminescence, 8 h. 360,000 tested, 2% active; in the data active = inhibition above about 50%
NOD2-RIPK2 inh = blocks binding of human NOD2 to RIPK2 | O43353 | CHO BLA complementation NOD2-RIPK2, CCF4 ratio | inhibition, % at 4.98 µM | 360,000 tested, 0.38% active | AID 624267; in the data active = inhibition above about 21%;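 also: 0% = vehicle only and 100% = reference blocker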
Target sequence (O43353 whole entry, looked up): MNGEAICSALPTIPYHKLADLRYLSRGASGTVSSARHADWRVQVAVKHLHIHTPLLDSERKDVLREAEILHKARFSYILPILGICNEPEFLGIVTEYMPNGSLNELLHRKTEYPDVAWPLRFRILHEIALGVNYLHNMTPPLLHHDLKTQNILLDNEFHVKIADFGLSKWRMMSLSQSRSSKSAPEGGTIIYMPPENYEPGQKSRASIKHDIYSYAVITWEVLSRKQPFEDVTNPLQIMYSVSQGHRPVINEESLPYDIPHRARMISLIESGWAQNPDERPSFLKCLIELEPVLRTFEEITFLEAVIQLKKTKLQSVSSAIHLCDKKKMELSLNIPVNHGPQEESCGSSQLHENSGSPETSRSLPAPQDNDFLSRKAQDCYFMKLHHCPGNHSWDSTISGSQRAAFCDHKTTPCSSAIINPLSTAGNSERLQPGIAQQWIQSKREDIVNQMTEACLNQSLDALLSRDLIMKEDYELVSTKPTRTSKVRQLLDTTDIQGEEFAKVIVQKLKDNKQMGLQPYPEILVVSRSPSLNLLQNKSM
COUP-TFII inh = blocks human COUP-TFII nuclear receptor. P24468. HEK293T NGFI-A luciferase reporter, luminescence. inhibition, % at 8.6 µM. 370,000 tested, 0.7% active;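 active = inhibition above a per-plate cutoff, mean inhibition of test wells between control levels plus 3 SD, cut at about 38% in these data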;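 also: cells cotransfected with COUP-TFII expression vector driving the NGFI-A reporter; 0% = median of COUP-TF2 test wells and 100% = reporter-only cells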
TLR9-MyD88 inh = TLR9-MyD88 interaction inhibition. CHO BLA complementation TLR9-MyD88, CCF4 FRET ratio. inhibition, % at 4.98 µM. 340,000 tested, 0.21% active. AID 504734;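 active = inhibition above the mean over all tested compounds plus 3 SD, cut at about 21% in these data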;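 also: 0% = DMSO only wells and 100% = clavulanate BLA inhibitor control wells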
TROY signal inh = blocks TROY-dependent signaling in reporter cells. 360,000 tested, 0.98% active. Q293 LMP1-TROYcd NF-kB luciferase reporter, 4 h. inhibition, % at 10 µM;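 active = compounds whose plate-normalised and pattern-corrected inhibition of the luciferase reporter signal at the single screening dose is 50% or more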
NCOA1 inh = inhibits human SRC1 coactivator; Q15788; inhibition, % at 3.6 µM; HEK293 GAL4-SRC1 luciferase reporter, luminescence; AID 588354; 360,000 tested, 0.12% active;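 active = inhibition above the campaign mean plus 3 SD, with each screening campaign given its own cutoff, cut at about 60% in these data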;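 also: 0% = DMSO treated cells and 100% = gossypol at 36 µM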
SRC3 inh = inhibits human SRC3 coactivator; 360,000 tested, 0.17% active; inhibition, % at 3.6 µM; HEK293 GAL4-SRC3 luciferase reporter, luminescence; AID 588352; Q9Y6Q9;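 active = inhibition above a per-campaign cutoff, the mean of all compounds plus 3 SD, cut at about 60% in these data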;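 also: 0% = DMSO-treated cells and 100% = gossypol-treated cells at 36 µM; higher means less SRC3-driven luciferase light from the GAL4 reporter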
C8 TRAIL sens = caspase-8 TRAIL sensitization; NB7+C8 cells + TRAIL, ATPlite viability luminescence; inhibition (viability loss, TRAIL sensitization), % at 10 µM; 360,000 tested, 1% active; AID 624354;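 active = compounds causing at least 50% loss of cell viability in the single-dose screen, relative to plate controls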
LRH-1 inv ag = suppresses constitutive activity of human LRH-1; 360,000 tested, 0.13% active; inhibition, % at 3.6 µM; HEK293T StAR-luciferase reporter, LRH-1 transfected, 24 h; O00482;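 active = inhibition above the mean inhibition of all tested compounds plus 3 SD, cut at about 73% in these data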;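 also: 0% = DMSO wells and 100% = reporter-only cells lacking LRH-1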
Target sequence (O00482 whole entry, looked up): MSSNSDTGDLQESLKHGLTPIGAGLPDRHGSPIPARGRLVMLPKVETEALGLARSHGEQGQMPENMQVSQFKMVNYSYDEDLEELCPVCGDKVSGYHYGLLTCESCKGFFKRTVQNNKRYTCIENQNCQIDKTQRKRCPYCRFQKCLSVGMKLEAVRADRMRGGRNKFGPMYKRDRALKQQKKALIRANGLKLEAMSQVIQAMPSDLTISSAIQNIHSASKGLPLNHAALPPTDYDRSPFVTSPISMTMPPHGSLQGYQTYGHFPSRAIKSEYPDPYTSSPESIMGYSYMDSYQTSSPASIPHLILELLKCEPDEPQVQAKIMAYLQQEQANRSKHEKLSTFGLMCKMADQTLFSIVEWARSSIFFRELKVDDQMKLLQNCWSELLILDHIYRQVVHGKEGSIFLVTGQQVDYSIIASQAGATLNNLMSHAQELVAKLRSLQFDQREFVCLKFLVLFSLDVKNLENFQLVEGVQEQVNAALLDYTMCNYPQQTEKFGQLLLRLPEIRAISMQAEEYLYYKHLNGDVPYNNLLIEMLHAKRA
LMP1 NFkB inh = Epstein-Barr LMP1 NF-kappaB reporter inhibition. LMP1-induced NF-kappaB luciferase reporter cells, luminescence. inhibition, % at 12.5 µM. 350,000 tested, 0.69% active; in the data active = inhibition above about 41%;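 also: 0% = neutral control wells and 100% = reference inhibitor control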
NCOA2 inhibitor = inhibits human steroid receptor coactivator 2; AID 651957; 370,000 tested, 0.17% active; HEK293 GAL4-SRC2 luciferase reporter, luminescence; Q15596; inhibition, % at 9 µM;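 active = inhibition above the mean inhibition of all tested compounds plus 3 SD, set per campaign, cut at about 52% in these data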;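 also: 0% = DMSO treated cells and 100% = cells given Gossypol at 36 µM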
* marks the source's active call; other numbers are inactive results. A portion of the library, so the mix of outcomes need not match the whole.

Results for CCC(C)NC(=O)CSc1ncccc1C(=O)O (stereo unspecified) ?
TWEAK Fn14 block: -32; NOD2-RIPK2 inh: 0; COUP-TFII inh: 12; TLR9-MyD88 inh: 6; TROY signal inh: -10; NCOA1 inh: -19; SRC3 inh: -12; C8 TRAIL sens: -22; LRH-1 inv ag: 5; LMP1 NFkB inh: -8; NCOA2 inhibitor: 7

Results for Cc1cc(=O)oc2cc(OCC(=O)NCCc3nc4ccccc4[nH]3)ccc12 ?
TWEAK Fn14 block: 2; NOD2-RIPK2 inh: -2; COUP-TFII inh: 8; TLR9-MyD88 inh: 2; TROY signal inh: -11; NCOA1 inh: -5; SRC3 inh: -19; C8 TRAIL sens: -8; LRH-1 inv ag: 0; LMP1 NFkB inh: 5; NCOA2 inhibitor: 3

How did O=C(c1ccccc1)N1CCN(S(=O)(=O)N2CCOCC2)CC1 do in these assays?
TWEAK Fn14 block: -6; NOD2-RIPK2 inh: -1; COUP-TFII inh: -9; TLR9-MyD88 inh: 9; TROY signal inh: 7; NCOA1 inh: -11; SRC3 inh: 11; C8 TRAIL sens: 4; LRH-1 inv ag: -6; LMP1 NFkB inh: -9; NCOA2 inhibitor: -23

Results for CCC(=O)c1c[nH]c(C(=O)NCc2ccco2)c1 ?
TWEAK Fn14 block: 7; NOD2-RIPK2 inh: 4; COUP-TFII inh: 8; TLR9-MyD88 inh: 6; TROY signal inh: -2; NCOA1 inh: 1; SRC3 inh: -10; C8 TRAIL sens: -7; LRH-1 inv ag: -10; LMP1 NFkB inh: 5; NCOA2 inhibitor: -53

Results for COC(=O)c1ccc(CSc2cc(C)c3cccc(C)c3n2)o1 ?
TWEAK Fn14 block: -6; NOD2-RIPK2 inh: -6; COUP-TFII inh: 7; TLR9-MyD88 inh: 3; TROY signal inh: -12; NCOA1 inh: 13; SRC3 inh: 0; C8 TRAIL sens: -10; LRH-1 inv ag: -24; LMP1 NFkB inh: 7; NCOA2 inhibitor: 4

How did Cc1ccc(Cl)cc1NC(=O)Cn1cccc1 do in these assays?
TWEAK Fn14 block: 12; NOD2-RIPK2 inh: 3; COUP-TFII inh: 5; TLR9-MyD88 inh: 1; TROY signal inh: 3; NCOA1 inh: 5; SRC3 inh: 10; C8 TRAIL sens: 13; LRH-1 inv ag: 12; LMP1 NFkB inh: -6; NCOA2 inhibitor: 0

Results for COc1ccc(Nc2ccc(N3C(=O)CC(C)C3=O)cc2[N+](=O)[O-])cc1OC (stereo unspecified) ?
TWEAK Fn14 block: 9; NOD2-RIPK2 inh: -3; COUP-TFII inh: -8; TLR9-MyD88 inh: 3; TROY signal inh: 16; NCOA1 inh: 7; SRC3 inh: 18; C8 TRAIL sens: -15; LRH-1 inv ag: 14; LMP1 NFkB inh: -1; NCOA2 inhibitor: -13

How did Cc1ccc(-c2nn(CCC#N)cc2C=C(C#N)C#N)cc1 do in these assays?
TWEAK Fn14 block: 27; NOD2-RIPK2 inh: -6; COUP-TFII inh: -17; TLR9-MyD88 inh: -2; TROY signal inh: -6; NCOA1 inh: 1; SRC3 inh: 8; C8 TRAIL sens: 0; LRH-1 inv ag: 13; LMP1 NFkB inh: 1; NCOA2 inhibitor: -13

What do the screens show for `CC(C)CC(COCc1cccc(Cl)c1)N1CCN(C(=O)c2ccc(C(F)(F)F)cc2)CCC1=O` (stereo unspecified)?
TWEAK Fn14 block: 7; NOD2-RIPK2 inh: 3; COUP-TFII inh: 6; TLR9-MyD88 inh: -1; TROY signal inh: 1; NCOA1 inh: 5; SRC3 inh: 9; C8 TRAIL sens: 15; LRH-1 inv ag: 9; LMP1 NFkB inh: 11; NCOA2 inhibitor: -15

How did CCOC(=O)CSc1nc(C2CC2)cc(-c2ccc(Cl)cc2)c1C#N do in these assays?
TWEAK Fn14 block: -6; NOD2-RIPK2 inh: -4; COUP-TFII inh: 10; TLR9-MyD88 inh: 2; TROY signal inh: -2; NCOA1 inh: 10; SRC3 inh: 7; C8 TRAIL sens: 0; LRH-1 inv ag: -13; LMP1 NFkB inh: 13; NCOA2 inhibitor: -7

Results for CCOc1ccc(S(=O)(=O)N(CC(=O)Nc2cc(C)on2)Cc2ccccc2Cl)cc1 ?
TWEAK Fn14 block: 7; NOD2-RIPK2 inh: 6; COUP-TFII inh: 16; TLR9-MyD88 inh: -9; TROY signal inh: 12; NCOA1 inh: 14; SRC3 inh: -17; C8 TRAIL sens: 2; LRH-1 inv ag: 5; LMP1 NFkB inh: 7; NCOA2 inhibitor: 4

Results for Cc1cccc(NC(=O)CC2C(=O)NCCN2C(=O)Nc2ccc(Cl)cc2)c1 (stereo unspecified) ?
TWEAK Fn14 block: -2; NOD2-RIPK2 inh: 4; COUP-TFII inh: -10; TLR9-MyD88 inh: -6; TROY signal inh: -16; NCOA1 inh: 7; SRC3 inh: 15; C8 TRAIL sens: -13; LRH-1 inv ag: -6; LMP1 NFkB inh: -6; NCOA2 inhibitor: 6

How did CCC(C)[C@H](NC(=O)NC1CCCc2ccccc21)C(=O)O (stereo partly specified) do in these assays?
TWEAK Fn14 block: 6; NOD2-RIPK2 inh: -1; COUP-TFII inh: 18; TLR9-MyD88 inh: -1; TROY signal inh: -4; NCOA1 inh: 10; SRC3 inh: 10; C8 TRAIL sens: 2; LRH-1 inv ag: 7; LMP1 NFkB inh: -18; NCOA2 inhibitor: -6

How did Cc1ccc(S(=O)(=O)CCC(=O)OCC(=O)N2CC(=O)Nc3ccccc32)cc1 do in these assays?
TWEAK Fn14 block: -9; NOD2-RIPK2 inh: -2; COUP-TFII inh: -4; TLR9-MyD88 inh: -10; TROY signal inh: 2; NCOA1 inh: -4; SRC3 inh: 5; C8 TRAIL sens: 22; LRH-1 inv ag: -3; LMP1 NFkB inh: 4; NCOA2 inhibitor: -3

What do the screens show for `COc1ccc(CNCCSc2nnnn2C)cc1OC`?
TWEAK Fn14 block: -2; NOD2-RIPK2 inh: 3; COUP-TFII inh: 7; TLR9-MyD88 inh: -2; TROY signal inh: 16; NCOA1 inh: -1; SRC3 inh: -4; C8 TRAIL sens: -9; LRH-1 inv ag: 0; LMP1 NFkB inh: -6; NCOA2 inhibitor: 2

Results for CCCCNC(=O)C1CC(c2ccc(C(F)(F)F)cc2)=NO1 (stereo unspecified) ?
TWEAK Fn14 block: -5; NOD2-RIPK2 inh: -17; COUP-TFII inh: 0; TLR9-MyD88 inh: -6; TROY signal inh: -5; NCOA1 inh: 0; SRC3 inh: 5; C8 TRAIL sens: -21; LRH-1 inv ag: -3; LMP1 NFkB inh: -1; NCOA2 inhibitor: -6

How did COc1ccc(-n2nc3c(c2NC(=O)COc2ccccc2OC)CS(=O)(=O)C3)cc1 do in these assays?
TWEAK Fn14 block: 8; NOD2-RIPK2 inh: -8; COUP-TFII inh: 6; TLR9-MyD88 inh: 4; TROY signal inh: -4; NCOA1 inh: -19; SRC3 inh: -3; C8 TRAIL sens: -6; LRH-1 inv ag: -5; LMP1 NFkB inh: 0; NCOA2 inhibitor: -3

How did COc1ccc(C(=O)c2ccccc2)c(OCC(=O)N(C)C)c1 do in these assays?
TWEAK Fn14 block: -8; NOD2-RIPK2 inh: 5; COUP-TFII inh: -7; TLR9-MyD88 inh: -1; TROY signal inh: -2; NCOA1 inh: -18; SRC3 inh: 14; C8 TRAIL sens: 18; LRH-1 inv ag: 7; LMP1 NFkB inh: 3; NCOA2 inhibitor: 2

Results for CC1=CC(=O)C2=C(C)CCC3C(C)C(=O)OC3C12 (stereo unspecified) ?
TWEAK Fn14 block: 8; NOD2-RIPK2 inh: -4; COUP-TFII inh: 9; TROY signal inh: 2; NCOA1 inh: 3; SRC3 inh: 9; C8 TRAIL sens: 9; LRH-1 inv ag: 14; NCOA2 inhibitor: 12

How did Cc1nc2cc(Cl)c(Cl)cc2n1-c1ccccn1 do in these assays?
TWEAK Fn14 block: 14; NOD2-RIPK2 inh: 9; COUP-TFII inh: 5; TLR9-MyD88 inh: -10; TROY signal inh: -8; NCOA1 inh: 8; SRC3 inh: -3; C8 TRAIL sens: -10; LRH-1 inv ag: -2; LMP1 NFkB inh: -6; NCOA2 inhibitor: 19

For convenience, two of the compounds above.
Results for CCC(C)NC(=O)CSc1ncccc1C(=O)O (stereo unspecified) ?
TWEAK Fn14 block: -32; NOD2-RIPK2 inh: 0; COUP-TFII inh: 12; TLR9-MyD88 inh: 6; TROY signal inh: -10; NCOA1 inh: -19; SRC3 inh: -12; C8 TRAIL sens: -22; LRH-1 inv ag: 5; LMP1 NFkB inh: -8; NCOA2 inhibitor: 7

Results for Cc1cc(=O)oc2cc(OCC(=O)NCCc3nc4ccccc4[nH]3)ccc12 ?
TWEAK Fn14 block: 2; NOD2-RIPK2 inh: -2; COUP-TFII inh: 8; TLR9-MyD88 inh: 2; TROY signal inh: -11; NCOA1 inh: -5; SRC3 inh: -19; C8 TRAIL sens: -8; LRH-1 inv ag: 0; LMP1 NFkB inh: 5; NCOA2 inhibitor: 3

Additional entries follow:
Results for COc1ccc(N2C(=O)C(Cl)=C(Nc3c(C)n(C)n(-c4ccccc4)c3=O)C2=O)cc1 ?
TWEAK Fn14 block: 47; NOD2-RIPK2 inh: -5; COUP-TFII inh: 10; TLR9-MyD88 inh: -7; TROY signal inh: -7; NCOA1 inh: 3; SRC3 inh: 24; C8 TRAIL sens: -9; LRH-1 inv ag: 0; LMP1 NFkB inh: -4; NCOA2 inhibitor: 17

Results for COc1ccccc1C(=O)NCCC(=O)Nc1cccc(C)n1 ?
TWEAK Fn14 block: -6; NOD2-RIPK2 inh: 1; COUP-TFII inh: -7; TLR9-MyD88 inh: -7; TROY signal inh: -14; NCOA1 inh: -39; SRC3 inh: -2; C8 TRAIL sens: -11; LRH-1 inv ag: -20; LMP1 NFkB inh: -10; NCOA2 inhibitor: -14

How did Nc1nc(-c2ccco2)nn1C(=O)c1cccnc1 do in these assays?
TWEAK Fn14 block: -7; NOD2-RIPK2 inh: -13; COUP-TFII inh: 3; TLR9-MyD88 inh: -3; TROY signal inh: -24; NCOA1 inh: 1; SRC3 inh: 8; C8 TRAIL sens: -44; LRH-1 inv ag: 9; LMP1 NFkB inh: -8; NCOA2 inhibitor: -38

Results for O=C(CSc1c[nH]c2ccccc12)N1CCCc2ccccc21 ?
TWEAK Fn14 block: 17; NOD2-RIPK2 inh: 1; COUP-TFII inh: -5; TLR9-MyD88 inh: -7; TROY signal inh: 2; NCOA1 inh: -15; SRC3 inh: 7; C8 TRAIL sens: -10; LRH-1 inv ag: 18; LMP1 NFkB inh: 0; NCOA2 inhibitor: -9

What do the screens show for `Cc1ccc(C(=O)N/C(=C\c2ccc(-c3ccc([N+](=O)[O-])cc3)o2)C(=O)NC2CCS(=O)(=O)C2)cc1` (stereo unspecified)?
TWEAK Fn14 block: -3; NOD2-RIPK2 inh: 2; COUP-TFII inh: 5; TLR9-MyD88 inh: 15; TROY signal inh: -15; NCOA1 inh: 6; SRC3 inh: 18; C8 TRAIL sens: -3; LRH-1 inv ag: -11; LMP1 NFkB inh: -3; NCOA2 inhibitor: -16

Results for COc1cc([N+](=O)[O-])ccc1NC(=O)CSc1n[nH]c(C(C)C)n1 ?
TWEAK Fn14 block: 15; NOD2-RIPK2 inh: 5; COUP-TFII inh: -8; TLR9-MyD88 inh: -3; TROY signal inh: 3; NCOA1 inh: -2; SRC3 inh: 6; C8 TRAIL sens: -6; LRH-1 inv ag: -1; LMP1 NFkB inh: 2; NCOA2 inhibitor: 2
